High-throughput results from PubChem BioAssay.
VEEV TC-83 Vero: inhibitors of VEEV TC-83 cytopathic effect, confirmation, Vero cells (AID 588727). hit rate 0.13% among 350,000. inhibition, % at 20 µM, or IC50 in µM where a hit was titrated. Vero cells, VEEV TC-83 cytopathic effect inhibition; higher % means a stronger effect; in the data active = a potency from the dose series; note: strong numbers were not always called active
* marks the source's active call; other numbers are inactive results; i = inactive. A portion of the library (hit frequency here may not be typical).

SMILES,VEEV TC-83 Vero
O=C(O)Cc1ccc(NC(=O)c2ccc3c(c2)C(=O)N(Cc2ccccc2)C3=O)cc1,i
CCC(CC)CC1CN2CCc3cc(OC)c(OC)cc3C2CC1(O)CC (stereo not given),i
CC1(C)COC(Cc2ccccc2)=N1,0.5%
Cc1cccc(C)c1OCCOC(=O)c1ccc(S(=O)(=O)N2CCCC2)cc1,0.4%
COc1ccccc1NC(=O)N(C)C[C@@H]1OCc2cn(nn2)CCCC(=O)N([C@H](C)CO)C[C@H]1C,1.4%
C[C@@H]1CN([C@H](C)CO)C(=O)CCCn2nncc2CO[C@@H]1CN(C)S(=O)(=O)c1ccc(-n2cccn2)cc1,0.1%
CCc1cccc(NC(=O)c2cc(S(=O)(=O)N3CCCCC3)ccc2N2CCOCC2)c1,i
C[C@H](NC(=O)c1ncn2c1c(=O)[nH]c1ccc(Br)cc12)c1ccccc1,1.5%
COc1ccc(S(=O)(=O)Nc2ccc3c(c2)C(=O)N([C@H](C)CO)C[C@H](C)[C@@H](CN(C)C(=O)Nc2ccc(F)cc2)OCCCC[C@H](C)O3)cc1,3.3%
C[C@@H]1CN([C@H](C)CO)S(=O)(=O)c2ccc(Br)cc2O[C@H]1CN(C)C(=O)Nc1ccc(F)cc1,1.9%
COc1ccc(-c2ccc(CN3C(C)C(=O)N(Cc4cn(CCC5OCCO5)nn4)CCS3(=O)=O)cc2)cn1 (stereo not given),4.4%
COCOCCn1cc(CN2CCS(=O)(=O)N(Cc3ccc(-c4ccc(F)cc4)cc3)C(C(C)C)C2=O)nn1 (stereo not given),2.4%
COc1ccc(C(C)=NOC(=O)c2c(-c3ccccc3Cl)noc2C)cc1CN1CCOCC1,33%
CN(C)CCN(C)C1CN(Cc2ccc([N+](=O)[O-])cc2)S(=O)(=O)C1 (stereo not given),0.5%
O=C(NC1CCOC1=O)OCc1ccccc1 (stereo not given),i
CCC(=O)N(C)C[C@H]1Oc2ncc(C#Cc3cccnc3)cc2C(=O)N([C@@H](C)CO)C[C@@H]1C,1.1%
CCc1ccc(/C=C2/SC(=S)N(CCCC(=O)Nc3cccc(C(=O)O)c3)C2=O)cc1,13%
Cc1ccc(C(=O)NC(C)C(c2cccs2)N2CCOCC2)cc1C (stereo not given),i
C[C@@H]1CN([C@@H](C)CO)C(=O)CCCn2nncc2CO[C@@H]1CN(C)S(=O)(=O)c1cccc(F)c1,4.2%
COc1ccc(CN2C(=O)C(CC(=O)NCc3cccc4ccccc34)CC(C(=O)N(C)C)=C2C)cc1 (stereo not given),2.2%
CC(Sc1nc(-c2ccccc2)c(-c2ccccc2)[nH]1)C(=O)NCC1CCCO1 (stereo not given),2.4%
C[C@@H]1CN([C@H](C)CO)C(=O)c2cc(NC(=O)Nc3ccc(F)cc3)ccc2O[C@@H](C)CCCCO[C@H]1CN(C)S(=O)(=O)c1cccs1,3.4%
O=C(O)c1ccc(NC(=O)C2CCN(S(=O)(=O)c3ccc4c(c3)OCCO4)CC2)cc1,1.5%
COCCCN1C(=O)C(CC(=O)NCc2ccco2)CC(C(=O)N(C)C)=C1C (stereo not given),0.2%
CC1=C(C(=O)N2CCOCC2)CC(CC(=O)NCC2CCCCC2)C(=O)N1CCCN1CCCC1=O (stereo not given),0.0%
C#CCOCC1CN(c2ccccc2)C(=O)O1 (stereo not given),i
COc1ccc(-c2ccc(CN3C(C(C)C)C(=O)N(Cc4cn(Cc5ccco5)nn4)CCS3(=O)=O)cc2)cc1OC (stereo not given),4.4%
OCc1ccccc1Cn1ccnc1,0.3%
Cc1ccc2c(c1)C=CC(C#N)N2C(=O)Oc1ccccc1 (stereo not given),i
CCCCn1c(SCCN2CCCCC2)nc2c1c(=O)n(C)c(=O)n2C,i
COc1ccc(-n2ccnc2SCC(=O)c2c(N)n(C3CC3)c(=O)[nH]c2=O)cc1,2.0%
CCCCN1C[C@H](Cc2ccccc2)[C@@H](CC(=O)Nc2ccc(OC)cc2)C1=O,i
O=C(O)c1ccc(C(S(=O)(=O)c2ccccc2)S(=O)(=O)c2ccccc2)cc1,3.6%
CC(=O)N1C[C@H]2CON(C)[C@H]2C[C@H]1c1ccc(-c2ccccc2)cc1,9.3%
C[C@@H]1CN([C@H](C)CO)C(=O)CCCn2nncc2CO[C@H]1CN(C)C(=O)Oc1ccc2ccccc2c1,0.6%
C[C@H](CO)N1C[C@H](C)[C@@H](CN(C)C(=O)OCc2ccccc2)OCc2cn(nn2)CCCC1=O,0.9%
CC(/C=N/NC(=O)c1ccccn1)=C\c1ccco1,i
CCOC(=O)c1c(C)[nH]c(C)c1C(=O)COC(=O)/C=C/c1cccc([N+](=O)[O-])c1,3.4%
Cc1cc(=O)n2nc(N3CCCC(C(=O)NCCCN4C(C)CCCC4C)C3)sc2n1 (stereo not given),0.1%
Cc1ccc(OCC(=O)Nc2ccncc2)cc1C,2.0%
COCCCN1C(=O)C(CC(=O)NC2CCCC2)CC(C(=O)N2CCOCC2)=C1C (stereo not given),2.4%
COc1ccc(NC2CCCN(C(=O)COc3ccc(C(C)=O)cc3)C2)cc1 (stereo not given),1.4%
C[C@H](O)[C@@H]1CN2CCc3c([nH]c4ccccc34)[C@@H]2C[C@@H]1N(C)C(=O)NC1CCCCC1,i
COC(=O)c1c(NC(=O)c2ccccc2C(=O)O)sc2c1CCCC2,2.3%
CC(C)(C)c1ccc(-n2nc(C#N)c(Cl)cc2=O)cc1,i
COc1ccccc1OCC(=O)N1CCCCCC1,4.3%
CCOC(=O)c1cc(Cl)c2c(ccc3ccccc32)n1,0.1%
O=C(O)CCC(C(=O)O)N1C(=O)C2C3CCC(C3)C2C1=O (stereo not given),0.6%
O=C(O)CN1C(=O)C2C3CCC(C3)C2C1=O (stereo not given),i
COc1cc(C=NNC(=S)Nc2ccc(S(=O)(=O)N3CCCCC3)cc2)cc(OC)c1OC,8.7%

The listing continues:
SMILES,VEEV TC-83 Vero
C[C@H](CO)N1C[C@H](C)[C@H](CN(C)S(=O)(=O)c2cccc(F)c2)OCc2ccccc2-c2c(n(C)c3ccccc23)C1=O,1.7%
Cc1noc(C)c1NC(=O)N(C)C[C@@H]1Oc2cc(Br)ccc2S(=O)(=O)N([C@@H](C)CO)C[C@H]1C,0.2%
COc1ccc(-c2ccc(CN3C(C)C(=O)N(Cc4cn(CCC5OCCO5)nn4)CCS3(=O)=O)cc2)cc1 (stereo not given),9.8%
Fc1ccccc1CN1Cc2ccccc2-n2nncc2C1,0.6%
C[C@@H]1CN([C@@H](C)CO)C(=O)c2cc(-c3cccnc3)cnc2O[C@H]1CN(C)C(=O)c1cccc(F)c1,3.0%
CC1=C(C(=O)N(C)C)CC(CC(=O)NCCN2CCOCC2)C(=O)N1Cc1ccc(F)cc1 (stereo not given),0.5%
COc1ccc([C@H]2N[C@]3(CCCN(Cc4ccccc4)C3=O)[C@H]3C(=O)N(Cc4ccccc4)C(=O)[C@@H]23)cc1,i
CCCn1c(=S)[nH]c2cc(C(=O)NCc3ccccc3OC)ccc2c1=O,2.2%
COC(=O)c1c(NC(=O)c2ccc(C(=O)c3ccccc3)cc2)sc2c1CC(C)(C)NC2(C)C,11%
COCc1c(C(=O)Nc2nnc(C3CC3)s2)oc2ccccc12,3.8%
CSc1ccccc1C(=O)N1CCc2ccc(NC(=O)c3ccccn3)cc2C1,3.7%
c1ccc2[nH]c(CCN3CCCCC3)nc2c1,2.6%
CC(=O)Nc1ccc(NC(=O)CSc2nnc(NC(=O)c3ccccc3F)s2)cc1,0.7%
O=C(C[C@H]1C(=O)N(Cc2cccnc2)C[C@@H]1Cc1ccccc1)Nc1ccccc1,1.0%
COc1ccc(NC(=O)N(C)C[C@@H]2OCc3cn(nn3)CCCC(=O)N([C@H](C)CO)C[C@H]2C)cc1,0.1%
O=C(O)C(O)(c1ccc(Cl)cc1)C1(O)CCCC1 (stereo not given),0.2%
CC1CCCC(NC(=O)COC(=O)c2ccccc2C(=O)N(C)C2CCCCC2)C1C (stereo not given),0.6%
O=C(Nc1ccnn1C1CCN(Cc2ccc(CO)o2)CC1)c1cccc(F)c1,i
C=Cn1cc(CNC[C@H]2O[C@@H](n3cc(C)c(=O)[nH]c3=O)C[C@@H]2O)c(C)n1,1.9%
O=C(COC(=O)c1cc(S(=O)(=O)N2CCCCC2)ccc1N1CCOCC1)c1ccccc1Cl,i

A different layout for part of the listing above:
COc1ccc(-n2ccnc2SCC(=O)c2c(N)n(C3CC3)c(=O)[nH]c2=O)cc1
  VEEV TC-83 Vero: 2.0%

CCCCN1C[C@H](Cc2ccccc2)[C@@H](CC(=O)Nc2ccc(OC)cc2)C1=O
  VEEV TC-83 Vero: i

O=C(O)c1ccc(C(S(=O)(=O)c2ccccc2)S(=O)(=O)c2ccccc2)cc1
  VEEV TC-83 Vero: 3.6%

CC(=O)N1C[C@H]2CON(C)[C@H]2C[C@H]1c1ccc(-c2ccccc2)cc1
  VEEV TC-83 Vero: 9.3%

(more compounds)
SMILES,VEEV TC-83 Vero
O=[N+]([O-])c1ccc(-c2csc(COc3ccccc3)n2)cc1,i
CC(C)NC(=O)N(C)C[C@@H]1Oc2cc(C#Cc3ccccn3)ccc2S(=O)(=O)N([C@@H](C)CO)C[C@H]1C,1.5%
COc1ccc(S(=O)(=O)N(C)[C@H]2C[C@H]3c4cc(-c5ccccc5)ccc4CCN3C(=O)[C@H]2[C@H](C)O)cc1,6.5%
C#CCN(C[C@H]1[C@H](OC(=O)NCc2ccc(OC)c(OC)c2)[C@H](OC(=O)NCc2ccc(OC)c(OC)c2)C[C@@H](C(=O)OC)[C@H]1C(=O)OC)S(=O)(=O)c1ccc(C)cc1,5.9%
Cc1ccc2nc3n(c(=O)c2c1)-c1ncccc1C(=O)NC3Cc1ccc(O)cc1 (stereo not given),5.5%
COc1ccc([C@H]2C[C@@H](n3cc(COC(=O)c4ccccc4)nn3)[C@H](O)CN2C(=O)C2CCCCC2)cc1,i
O=C(N/C(=C/c1ccc(F)cc1)C(=O)N1CCOCC1)c1ccco1,1.1%
O=[N+]([O-])c1cccc(S(=O)(=O)Nc2ccccn2)c1,0.2%
Nc1ccn([C@@H]2O[C@H](CNCc3ccc(-c4cc(C(F)(F)F)ccc4Cl)o3)[C@@H](O)[C@H]2O)c(=O)n1,i
COc1ccc(NC(=O)CNc2ccc(OC)c(S(=O)(=O)N3CCOCC3)c2)cc1,i
Cc1c(C)c2cc(Cl)c(OCC(=O)NCCCN3CCCC3=O)cc2oc1=O,i
COc1ccc(NC(=O)C2CC(=O)N(c3ccccc3F)C2)cc1S(=O)(=O)N1CCCCC1 (stereo not given),0.6%
Cc1noc(C)c1COc1ccccc1C(=O)N1CCN(S(=O)(=O)c2ccc(C(C)C)cc2)CC1,2.3%
C[C@H]1CN([C@@H](C)CO)C(=O)CCCn2cc(nn2)CO[C@@H]1CN(C)C(=O)Nc1ccc2c(c1)OCCO2,2.1%
O=C(NCC(c1ccco1)N1CCCC1)c1cccc(S(=O)(=O)N2CCc3ccccc32)c1 (stereo not given),i
CNC(=O)c1ccc(NC(=O)c2ccccc2OCc2c(C)noc2C)cc1,4.8%
CCc1ccc(N2CC(C(=O)Nc3ccc(OC)c(S(=O)(=O)N4CCOCC4)c3)CC2=O)cc1 (stereo not given),1.1%
CC(Sc1nc(N)cc(=O)[nH]1)C(=O)Nc1ccc(N2CCOCC2)cc1 (stereo not given),7.5%
CC1(C)CC(=O)C=C(c2ccccc2CO)C1=O,1.9%
COc1cccc(S(=O)(=O)N(C)C[C@@H]2OCc3cnnn3CCCC(=O)N([C@@H](C)CO)C[C@@H]2C)c1,0.0%
COCCN(C(=S)Nc1ccc(OC)c(Cl)c1)C1CCN(C(C)=O)CC1,1.0%
CN(C)c1ccc2nc3ccc(=O)cc-3sc2c1,10%
CC(C)(C)C1CCNC(=O)CC1 (stereo not given),0.1%
CC1CCN(S(=O)(=O)c2cccc(C(=O)NC3CCS(=O)(=O)C3)c2)CC1 (stereo not given),0.1%
Cc1noc(C)c1NC(=O)N(C)C[C@H]1OCc2cnnn2CCCC(=O)N([C@@H](C)CO)C[C@H]1C,0.3%
C[C@@H]1CN([C@H](C)CO)C(=O)CCCn2nncc2CO[C@@H]1CN(C)S(C)(=O)=O,i
C[C@@H]1CN([C@@H](C)CO)S(=O)(=O)c2ccc(Br)cc2O[C@H]1CN(C)Cc1ccccn1,9.7%
CN1CCN(CC/C=C2\c3ccccc3Sc3ccc(S(=O)(=O)N(C)C)cc32)CC1,>25µM*
CCN(CC)C(=O)C1=C(C)N(Cc2ccccc2)C(=O)C(CC(=O)NCCc2ccccn2)C1 (stereo not given),1.3%
Cc1nn(CC(=O)NC2CC2)c(C)c1S(=O)(=O)N(C)C,1.4%

Compounds listed so far with a tert-butyl group:
SMILES,VEEV TC-83 Vero
CC(C)(C)c1ccc(-n2nc(C#N)c(Cl)cc2=O)cc1,i
CC(C)(C)C1CCNC(=O)CC1 (stereo not given),0.1%

Other structures follow:
SMILES,VEEV TC-83 Vero
CCN(CC)C(=O)C1=C(C)N(CCCOC)C(=O)C(CC(=O)NCCCN(C)C)C1 (stereo not given),0.3%
C[C@H](CO)N1C[C@H](C)[C@@H](CN(C)CC2CC2)OCc2cnnn2CCCC1=O,0.2%
CCCCCCN1C[C@H](n2cc(COC(=O)c3ccccc3)nn2)[C@@H](O)C[C@@H]1c1ccc(C)cc1,0.9%
CCOC(=O)c1ccc(NC(=O)c2nc[nH]c2C(=O)N[C@@H](C)CO)cc1,8.3%
Cc1nc(SCC(=O)N2CCCC2=O)c2c(C)c(C)sc2n1,2.7%
